High-throughput results (PubChem BioAssay)
NR1D1 modulator – modulators of Rev-erb alpha DNA binding, primary screen, biochemical, FITC-DNA, fluorescence polarization, uHTS; Rev-erbα–FITC-DNA binding, 90 min; activity, % at 10 µM; 370,000 tested, 0.79% active;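 active = activity above about 14%, limit read from the data; passing the limit was not always enough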;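 note: 0% = DMSO wells with 35 nM protein and 100% = DMSO wells with 750 nM protein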
Target sequence (P20393 whole entry, looked up): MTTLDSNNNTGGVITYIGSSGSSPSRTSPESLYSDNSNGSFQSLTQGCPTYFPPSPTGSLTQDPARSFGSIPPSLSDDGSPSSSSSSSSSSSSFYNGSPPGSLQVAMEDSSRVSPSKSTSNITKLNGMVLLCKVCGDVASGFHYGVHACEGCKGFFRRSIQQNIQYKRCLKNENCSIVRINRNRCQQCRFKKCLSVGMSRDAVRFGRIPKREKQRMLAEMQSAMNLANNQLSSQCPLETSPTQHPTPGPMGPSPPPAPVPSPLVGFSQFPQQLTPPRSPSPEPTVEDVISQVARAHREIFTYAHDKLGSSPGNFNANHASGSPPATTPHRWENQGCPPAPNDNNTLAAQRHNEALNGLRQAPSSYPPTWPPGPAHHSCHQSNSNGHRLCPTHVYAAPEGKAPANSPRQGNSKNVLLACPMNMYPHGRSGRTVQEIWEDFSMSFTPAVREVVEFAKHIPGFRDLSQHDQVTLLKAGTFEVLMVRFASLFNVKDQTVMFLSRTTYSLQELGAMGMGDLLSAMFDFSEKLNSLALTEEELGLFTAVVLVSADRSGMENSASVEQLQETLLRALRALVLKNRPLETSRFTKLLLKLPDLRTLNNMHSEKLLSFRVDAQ
DAX1 inh-1 – DAX1 (NR0B1) inhibitors on StAR promoter, primary screen, cell-based, luminescence, SF-1 (NR5A1), full-length DAX-1. 370,000 tested, 1.1% active. inhibition, % at 6.8 µM. AID 652010, 2013. HEK293T StAR-luciferase reporter, SF-1/DAX-1 repression relief;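 active = inhibition above the mean over all tested compounds plus 3 SD, cut at about 3.6% in these data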;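 note: 0% = DAX-1 cells with DMSO and 100% = cells lacking DAX-1 with DMSO; higher inhibition means more luminescence from relief of DAX-1 repression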
DAX1 inh-2 – DAX1 (NR0B1) inhibitors, primary screen, cell-based, HEK293, Gal4-DAX1, luciferase luminescence | Nuclear receptor subfamily 0 group B member 1 (Homo sapiens), P51843 | HEK293 Gal4-DAX1 luciferase reporter | inhibition, % at 6.75 µM | 340,000 tested, 0.99% active | AID 504766, 2011;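 active = inhibition above the mean over all tested compounds plus 3 SD, cut at about 4.2% in these data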;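 note: 0% = DAX1-transfected cells with DMSO and 100% = empty-vector control cells with DMSO; inhibition shows as a rise in luminescence from relieved DAX1 repression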
Target sequence (P51843 207-470 limits assumed): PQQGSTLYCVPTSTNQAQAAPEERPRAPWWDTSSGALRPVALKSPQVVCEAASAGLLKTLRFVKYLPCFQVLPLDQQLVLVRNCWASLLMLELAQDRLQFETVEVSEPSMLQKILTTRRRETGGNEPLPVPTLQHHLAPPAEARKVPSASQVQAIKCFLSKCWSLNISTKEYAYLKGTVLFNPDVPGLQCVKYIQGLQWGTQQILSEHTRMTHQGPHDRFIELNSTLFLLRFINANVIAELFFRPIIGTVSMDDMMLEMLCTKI
SMARCA2 act – SMARCA2 (BRM) function activators, primary screen, cell-based, luminescence, high throughput | 370,000 tested, 1% active | activation, % at 9.1 µM | MG213 cells, MMTV-luciferase reporter, dexamethasone, overnight | AID 652017, 2013; in the data active = activation above about 7.8%;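 note: 0% = vehicle wells and 100% = reference activator wells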
PLCg1 inh – PLC-gamma1 enzyme inhibitors, primary screen, biochemical, fluorescence, purified enzyme. 1-phosphatidylinositol 4,5-bisphosphate phosphodiesterase gamma-1 (Homo sapiens), P19174. fluorogenic substrate. inhibition, % at 12.2 µM. 370,000 tested, 0.84% active; in the data active = inhibition above about 9.5%
ssDAF-12 act – S. stercoralis DAF-12 nuclear receptor activators, primary screen, cell-based, luminescence, HEK293, GRIP1 co-expression, lit1-tk-luc; Nuclear hormone receptor DAF-12 (Strongyloides stercoralis); HEK293 ssDAF-12/GRIP1 lit1-tk-luc reporter; % of 3 µM dafachronic acid response; activation, % at 6.8 µM; 370,000 tested, 1% active; AID 652126, 2013;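 active = activation above the mean over all tested compounds plus 3 SD, cut at about 0.9% in these data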;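 note: 0% = DMSO-only wells and 100% = 3 µM delta7-dafachronic acid wells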
ADAM17 inh – ADAM17 inhibitors, primary screen, biochemical, QFRET | recombinant ADAM17, EDANS/DABCYL FRET peptide cleavage | AID 720648, 2013 | inhibition, % at 6.95 µM | Disintegrin and metalloproteinase domain-containing protein 17 (Homo sapiens), P78536 | 370,000 tested, 0.83% active;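 active = inhibition above the mean of compounds lying between control limits plus 3 SD, set per campaign, cut at about 8.5% in these data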;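 note: 0% = DMSO-only wells as the low control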
hgDAF12 agonist – H. glycines DAF-12 receptor agonists, primary screen, cell-based, luminescence, HEK293, GAL4 fusion, UAS-luciferase | Nuclear hormone receptor DAF-12 (Heterodera glycines), GAL4 fusion | HEK293 GAL4-hgDAF12 UAS-luciferase reporter, agonist luminescence; normalized to butyrate control | activation, % at 6.8 µM | 370,000 tested, 1.8% active;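 active = activation above a cutoff set at the mean of all screened compounds plus 3 SD, cut at about 10% in these data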;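 note: 0% = DMSO wells and 100% = sodium butyrate wells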
PLCb3 inh – human PLC-beta3 inhibitors, primary screen, biochemical, fluorescence | 1-phosphatidylinositol 4,5-bisphosphate phosphodiesterase beta-3 (Homo sapiens), Q01970 | Purified PLC-beta3, fluorogenic substrate | inhibition, % at 12.2 µM | 370,000 tested, 0.18% active; in the data active = inhibition above about 11%;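 note: 0% = median of compound wells on plate and 100% = full blocker control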
hcDAF-12 act – H. contortus DAF-12 nuclear receptor activators, primary screen, cell-based, luminescence, HEK293, lit1-tk-luc reporter; activation, % at 6.8 µM; HEK293 hcDAF-12 lit1-tk-luc reporter; 0% DMSO, 100% Δ7-dafachronic acid; 370,000 tested, 1.4% active; AID 652067, 2013;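 active = activation above the mean of all tested compounds plus 3 SD, cut at about 5.5% in these data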;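 note: 100% = response to 3 µM Δ7-dafachronic acid high control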
MBD2 inh – inhibitors of MBD2 binding to methylated DNA, primary screen, biochemical, TR-FRET, DNA-binding domain, human | Methyl-CpG-binding domain protein 2 (Homo sapiens), Q9UBB5 | inhibition, % at 4.4 µM | AID 686964, 2013 | 370,000 tested, 0.31% active | MBD2 binding to methylated oligonucleotide; in the data active = inhibition above about 13%
Starred values were filed as active, the others as inactive; nt = not tested or not shown.

The line under a structure holds: NR1D1 modulator	DAX1 inh-1	DAX1 inh-2	SMARCA2 act	PLCg1 inh	ssDAF-12 act	ADAM17 inh	hgDAF12 agonist	PLCb3 inh	hcDAF-12 act	MBD2 inh
#1 CCN(C[C@H]1N[C@@](CC)(C(=O)OC)[C@H]2C(=O)N(Cc3ccccc3)C(=O)[C@@H]12)S(=O)(=O)c1ccccc1
→ -4	-0.9	-1.0	-2	2	-1.4	-3	-2.5	1	-2.0	3
#2 COc1ccc(C(=O)OCC(=O)NC23CC4CC(CC(C4)C2)C3)c(O)c1
→ -7	-0.6	-0.1	-4	0	-0.6	3	4.0	3	-0.5	1
#3 Cc1ccc2cc(CCNC(=O)C(C)(C)C)c(=O)[nH]c2c1
→ -4	2.8	0.7	1	3	-1.5	-7	1.5	4	-0.5	-1
#4 CCO[C@@H]1OC(C(=O)N2CCN(C)CC2)=C[C@H](c2ccc(C(F)(F)F)cc2)[C@H]1CCCO
→ -4	-0.1	0.7	1	-1	-0.9	-5	0.1	2	0.4	0
#5 O=C(CCCC(=O)N(CC(=O)NC1CCCC1)c1cccc(F)c1)Nc1ccccn1
→ 4	-0.2	-0.1	-3	-1	-0.9	-3	-1.2	-7	-2.2	0
#6 COc1ccc(NC(=S)Nc2cccc(Cl)c2Cl)cc1OC
→ -9	-1.0	1.8	4	-7	0.0	-1	-1.4	-12	-0.1	-3
#7 Cc1cc(NC(=O)Cn2c(=O)n(CCCCC(=O)NC3CCN(Cc4ccccc4)CC3)c(=O)c3ccccc32)n[nH]1
→ 5	0.2	nt	-1	1	-1.7	-4	-0.6	-3	-1.3	2
#8 CCNS(=O)(=O)c1ccc(NC(=O)c2ccc(Cn3cc(Br)cn3)o2)cc1
→ -1	-1.1	-0.4	-1	3	-1.6	3	-2.0	5	-1.6	0
#9 Cc1[nH]c(=O)[nH]c(=O)c1S(=O)(=O)N1CCN(c2ccccc2F)CC1
→ -5	0.2	1.0	-1	2	-0.9	-1	3.0	4	-1.2	3
#10 COC(=O)c1ccccc1NC(=O)c1ccc2c(c1)C(=O)N(Cc1ccco1)C2=O
→ 4	0.0	-1.2	2	5	-1.7	2	0.7	5	-0.5	0
#11 c1cc(OCCCN2CCCCC2)ccc1CN1CCCCC1
→ 1	0.7	-0.7	0	5	-0.7	-3	-1.6	-3	-1.8	6
#12 CCc1noc(C)c1C(=O)OCC(=O)c1ccc(NC(C)=O)cc1F
→ 3	-0.6	-1.3	0	-3	-1.3	-3	-0.6	-8	0.5	-4
#13 CCSC1=C(C#N)C2(CCCC2)C(C#N)=C(N)N1
→ 7	-0.9	-0.2	1	-6	-1.4	-3	-2.7	-3	-0.5	1
#14 O=S(=O)(c1ccccc1)N1CCN(c2cc(-c3ccccc3)nc3ncnn23)CC1
→ 17	-0.8	0.1	-4	-1	-1.8	-3	-3.9	-3	-1.7	1
#15 CC1CCN(C(=O)CSc2nnc(CN3CCOCC3)n2-c2ccccc2)CC1
→ -6	-0.3	0.7	-5	1	-1.9	-4	1.6	1	-0.6	3
#16 COc1ccc(CNC(=O)CC2C(=O)NCCN2C2Cc3ccccc3C2)cc1 (stereo not drawn)
→ -2	0.5	0.0	-1	-6	-0.7	-6	-0.9	-11	-0.9	-3
#17 OCCn1c(-c2ccccc2)csc1=Nc1ccccc1
→ -7	-0.3	0.5	-3	5	-1.7	2	1.4	6	0.4	0
#18 COc1ccc(NC(=O)Nc2ccc3oc(C)nc3c2)cc1
→ -4	1.6	-0.3	5	0	-0.4	1	9.4	1	1.2	-3
#19 O=C(Nc1c2c(nn1-c1ccccc1)CS(=O)(=O)C2)c1ccco1
→ -2	0.3	0.7	0	3	-1.2	-4	0.6	-9	0.8	5
#20 Cc1ccc(C(=O)Nc2ccc3nc(C)sc3c2)s1
→ 2	2.7	1.5	6	-1	-0.4	1	9.8	-2	2.5	-1

Going on with the list.
The line under a structure holds: NR1D1 modulator	DAX1 inh-1	DAX1 inh-2	SMARCA2 act	PLCg1 inh	ssDAF-12 act	ADAM17 inh	hgDAF12 agonist	PLCb3 inh	hcDAF-12 act	MBD2 inh
#21 CC(C)(C)C(=O)Nc1ccccc1C(=O)NCCC(=O)Nc1ccccc1
→ -3	-0.3	1.1	1	1	-1.1	-1	-2.7	-1	-0.4	2
#22 Cc1ccc2c(nc3s/c(=C/c4cccs4)c(=O)n32)c1C
→ 3	-0.1	2.1	5	-2	0.5	-5	4.0	-4	6.2*	0
#23 COc1ccc(N2CCN(C(=O)c3c(C)nn(-c4ccccc4)c3C)CC2)cc1
→ -2	-1.0	0.3	0	0	-0.6	-4	-4.4	-2	-1.7	-6
#24 COc1ccc(NC(=O)CSCc2cc(=O)n3nc(C4CC4)sc3n2)cc1
→ 6	-0.1	0.4	-1	1	-0.6	-3	2.3	-3	2.7	-5
#25 CN(CCc1ccccc1)C(=O)c1ccc(NC(=O)Cc2cccc(NC(=O)C3CCN(S(=O)(=O)c4cccc([N+](=O)[O-])c4)CC3)c2)cc1
→ 0	0.5	0.5	-2	0	-0.3	0	1.7	1	-1.8	-3
#26 O=S(=O)(c1ccc(F)cc1)N1CCN(C(=S)NC2CCCC2)CC1
→ 1	-0.5	-0.8	-4	11*	-1.4	2	-1.8	0	0.4	-6
#27 CS(=O)(=O)n1nc(OC(=O)c2cccs2)cc1N
→ -2	0.0	-0.1	0	12*	-1.7	6	1.5	10	-0.7	-3
#28 COc1cc(NS(=O)(=O)c2ccc3ccccc3c2)c2ncccc2c1
→ -4	-9.5	-1.4	1	-89	-1.6	-2	-9.2	-62	-3.3	-3
#29 O=C(CN(Cc1ccco1)C(=O)CNS(=O)(=O)c1ccccc1)NCc1ccc(F)cc1
→ 3	-0.6	0.8	-2	5	-0.9	0	0.4	9	-2.1	2
#30 COc1ccc(CSCC(=O)N/N=C/c2ccc(OCC(=O)N3CCCCC3)cc2)cc1
→ 0	-0.8	0.5	0	0	-1.8	-2	-1.4	-2	-0.1	2
#31 CCOc1ccc(N(C(=O)C2CCCO2)C2C=CS(=O)(=O)C2)cc1 (stereo not drawn)
→ -2	-0.1	1.9	2	2	-1.7	-7	3.2	-2	-0.3	7
#32 c1ccc(CN2CCN(c3ncnc4nc[nH]c34)CC2)cc1
→ 1	0.9	-1.2	-2	0	-1.8	-4	-3.5	-5	-2.5	9
#33 Cc1cc(=O)oc2cc(OCC(=O)OCC(=O)NCc3ccc4c(c3)OCO4)ccc12
→ 2	-0.2	-0.7	-1	-21	-0.4	-46	1.0	-31	0.1	-5
#34 CN(c1ccc(OCC(=O)NC2=NCCS2)cc1)S(=O)(=O)c1ccc(F)cc1
→ -5	-0.2	1.0	1	-1	-0.9	-2	-1.0	2	-1.6	0
#35 CC(=O)C1=C(C)Nc2cc(C(F)(F)F)ccc2S1
→ 0	0.0	-0.2	5	-37	-0.3	-2	1.9	-12	2.2	2
#36 O=C(C=C=Nc1ccccc1)C(=O)N=C=Cc1ccccc1
→ -2	-0.3	-1.3	2	3	-1.9	-1	-0.6	-7	-0.7	-2
#37 CCn1c2ccccc2c2cc(NC(=O)CNCc3ccccc3OC)ccc21
→ 6	-0.7	-2.0	-4	-1	-1.1	1	3.7	-13	-2.2	1
#38 O=C(Nc1ccc(CN2CCCCC2)cc1)Nc1ccccc1Cl
→ 3	0.6	3.0	5	0	-0.8	-4	7.2	-4	1.0	2
#39 Cc1ccc(CNC(=O)c2cc(-c3ccccc3C)nn2CC2CC(c3cccnc3)=NO2)cc1 (stereo not drawn)
→ 3	-0.7	-0.2	1	1	-1.2	3	-0.2	-8	0.4	2
#40 Cn1cccc1C(=O)Nc1nccs1
→ 3	0.8	0.9	1	-3	0.3	-3	4.7	3	4.9	0

(continued)
The line under a structure holds: NR1D1 modulator	DAX1 inh-1	DAX1 inh-2	SMARCA2 act	PLCg1 inh	ssDAF-12 act	ADAM17 inh	hgDAF12 agonist	PLCb3 inh	hcDAF-12 act	MBD2 inh
#41 CCOc1ccc(NC(=O)c2cnsn2)cc1
→ -2	2.1	-0.3	8.1*	2	-0.2	0	4.2	5	2.9	4
#42 O=C(NCCOc1ccc(Cl)cc1)C1CC(=O)N(c2ccc(F)cc2)C1 (stereo not drawn)
→ 4	0.4	-0.7	0	7	-1.3	1	-1.0	1	-1.3	-2
#43 COc1cccc(/C=C2\SC(=N)N(c3ccc(F)cc3)C2=O)c1
→ -13	-0.5	0.8	2	2	-1.0	-4	3.5	-5	-0.4	2
#44 CC(/C=N/N1C(=O)CSC1=S)=C\c1ccccc1
→ 0	0.2	0.9	2	-9	-0.6	0	2.5	-9	-0.5	-2
#45 CCOC(=O)c1cn(CC)c2ccc(Br)cc2c1=O
→ 6	0.4	1.3	0	5	-0.7	2	0.8	-1	0.0	-1
#46 Cn1c(CN2CCCC2)nc2cc(NC(=O)c3cccs3)ccc21
→ -4	1.1	-0.5	3	-11	0.5	0	3.7	-21	-2.0	-4
#47 Cc1ccc(CC(=O)Nc2nc3ccccc3[nH]2)cc1C
→ 2	-0.3	0.0	3	3	-0.9	-2	6.1	2	-0.9	7
#48 CCOC(=O)[C@]12CCC=C1N(Cc1cccc3ccccc13)C(=O)[C@H](CC(=O)NCc1ccc(OC)c(OC)c1)C2
→ 10	-2.7	nt	-4	1	-1.5	1	-5.8	-2	-3.6	5
